Screening data deposited in PubChem by National Center for Advancing Translational Sciences (NCATS).
ERG-DNA inh – ERG Ets/DNA interaction inhibition. 0.028% of 370,000 active. fluorescence polarization, His-ERG Ets domain / labelled DNA. Potency, µM (series often up to 76.9 µM), inactives show at the top dose FP activity, negative = inhibition, most hits filed as inhibitors. P11308; active means well fitted inhibition curve with a large enough effect in the polarisation, with a control signal flat; inconclusive means small, poorly fitted or top-dose-only effect, or effect the other way, or a change in a side signal; inactive means no such curve, though single readings can be large or run the other way; the % refers to the polarisation;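 further: polarization taken with two DNA probes labelled with fluorescein and Texas red; potency means the concentration at half of the fitted maximal effect; % of control where 0% means no effect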
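His-tagged ERG Ets domain (1 uM in the protein solution; 300mM KCl, 50mM Tris-HCl, 1mM EDTA, 1mM DTT, pH 7.5) received compound, then a probe mix of 5 nM fluorescein-DNA and 100nM Texas-615-DNA. Fluorescence polarization was read for both dyes.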
JMJD2A Tudor – JMJD2A Tudor domain (human) inhibition; O75164; AlphaScreen JMJD2A-Tudor / H3K4me3 peptide binding; Potency, µM (series often up to 114 µM), without a hit: at the top dose activity change, negative = inhibition, usual class: inhibitors; 4.4% of 390,000 active; further: potency means the concentration at half of the fitted maximal effect; on the % scale 0 is the no-effect control and ±100 the full control effect; nearly all actives have a fitted effect of over 50% in size
Target sequence (O75164 whole entry, looked up, the tested form may be a part): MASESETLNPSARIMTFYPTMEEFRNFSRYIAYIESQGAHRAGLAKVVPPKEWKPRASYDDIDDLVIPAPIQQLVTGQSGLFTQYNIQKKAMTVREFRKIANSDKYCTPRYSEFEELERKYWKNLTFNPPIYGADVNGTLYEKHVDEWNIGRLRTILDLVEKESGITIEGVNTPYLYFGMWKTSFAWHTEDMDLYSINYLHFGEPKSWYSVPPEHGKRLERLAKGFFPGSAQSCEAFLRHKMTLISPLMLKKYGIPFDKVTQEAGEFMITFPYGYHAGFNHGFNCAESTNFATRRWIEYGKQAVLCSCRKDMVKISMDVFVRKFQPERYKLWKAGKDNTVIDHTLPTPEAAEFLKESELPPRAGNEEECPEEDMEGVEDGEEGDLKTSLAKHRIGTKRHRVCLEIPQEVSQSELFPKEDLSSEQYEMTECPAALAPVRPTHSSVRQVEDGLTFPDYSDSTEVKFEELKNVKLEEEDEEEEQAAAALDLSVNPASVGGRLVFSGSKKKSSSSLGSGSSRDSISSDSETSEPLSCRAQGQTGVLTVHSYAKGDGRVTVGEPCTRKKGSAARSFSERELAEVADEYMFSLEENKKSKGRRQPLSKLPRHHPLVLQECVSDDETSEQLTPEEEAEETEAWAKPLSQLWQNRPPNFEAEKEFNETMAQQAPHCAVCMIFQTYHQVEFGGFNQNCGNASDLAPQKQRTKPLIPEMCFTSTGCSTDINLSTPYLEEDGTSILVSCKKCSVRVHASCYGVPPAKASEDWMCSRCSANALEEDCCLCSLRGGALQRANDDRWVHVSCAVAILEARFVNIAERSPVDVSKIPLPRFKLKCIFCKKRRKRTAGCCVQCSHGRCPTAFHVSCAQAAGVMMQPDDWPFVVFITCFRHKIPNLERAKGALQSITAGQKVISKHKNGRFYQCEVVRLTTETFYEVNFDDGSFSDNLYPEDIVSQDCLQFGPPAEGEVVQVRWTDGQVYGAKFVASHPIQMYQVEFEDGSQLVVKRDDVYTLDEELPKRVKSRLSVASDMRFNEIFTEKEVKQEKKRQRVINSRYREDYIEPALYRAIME
GLS inhibitor – glutaminase GLS (human) inhibition | Potency, µM (series often up to 45.5 µM), inactives show at the top dose activity change, negative = inhibition, most hits filed as inhibitors | 0.21% of 410,000 active | GLS enzymatic activity, qHTS titration | AID 624170 | O94925; further: potency means the concentration at half of the fitted maximal effect; on the % scale 0 is the no-effect control and ±100 the full control effect
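Read-out is an Amplex red fluorescence increase coupled through glutamate oxidase and HRP, measured before and after 30 min room-temperature incubation. hKGA is in 45 mM KH2PO4 (pH 8.2) with 0.02% Tween-20; glutamine added as 1mM solution.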
PI4K2A inh – blocks human PI4K2A kinase activity. AID 1346378. 0.13% of 420,000 active. Q9BTU6. purified PI4K2A, ADP-Glo luminescence, 1 h; active compounds read low. activity change, negative = inhibition, % at 76.9 µM; in the data active means activity change below about -50%; inconclusive means mostly about -30% to -49%;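 further: -100% = wells without enzyme as full effect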
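PI4K2A activity was measured by ADP-Glo luminescence: enzyme (4 ug/mL stock) and phosphatidylinositol (1.2 mM stock) in Tris pH 7.5/MgCl2/EGTA/Triton X-100 buffer were reacted with ATP (300 microM stock) for one hour at ambient temperature.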
HP1b binding inh – HP1-beta chromodomain-methylated histone interaction inhibition. 0.56% of 390,000 active. Potency, µM (highest dose often 114 µM), for inactives: top-dose activity change, negative = inhibition, usual class: inhibitors. P83916. AlphaScreen HP1-beta / biotin-H3K9me3 peptide binding; further: potency means the concentration at half of the fitted maximal effect; nearly all actives have a fitted effect of over 70% in size; inactives centre near 23
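HP1-beta protein (50 nM final) preincubated 30 min at room temperature with biotinylated H3(1-18)K9me3 peptide (50 nM) in PBS pH 7.4, 0.01% Tween-20, then compound added for 30 min. AlphaScreen streptavidin donor/nickel chelate acceptor beads (10 ug/mL final), 30 min dark, luminescence read.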
Tb PGK inh – T. brucei PGK inhibition. P07378. Potency, µM (titrated, usually from 57.5 µM), inactives show at the top dose activity change, negative = inhibition, most hits filed as inhibitors. PGK/GAPDH coupled, Kinase-Glo luminescence, 60 min. 0.043% of 380,000 active; further: potency means the concentration at half of the fitted maximal effect; on the % scale 0 is the no-effect control and ±100 the full control effect; nearly all actives have a fitted effect of over 60% in size
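Luminescent ATP detection (Kinase-Glo Plus) follows a 60-minute room-temperature incubation, with wells lacking PGK as controls. Buffer: 100 mM TEA (pH 7.6), 5 mM MgCl2, 0.01% Tween-20. Coupling enzyme GAPDH (100 nM final) supplies unstable 1,3-BPG in-well.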
G9a block – G9a (human) methyltransferase inhibition. Q96KQ7. G9a H3K9 monomethylation, AlphaScreen, 2 h. Potency, µM (titrated, usually from 102 µM), inactives show at the highest dose activity, negative = inhibition, actives largely listed as inhibitors. 8.8% of 350,000 active; further: potency means the concentration at half of the fitted maximal effect; on the % scale 0 is the no-effect control and ±100 the full control effect; nearly all actives have a fitted effect of over 75% in size
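Readings reflect AlphaScreen signal from monomethyl-H3K9 antibody detection. HMT at 20 nM; substrate b-H3K9 500 nM; cofactor SAM 20 uM; 2 h RT reaction; compounds tested as titrations in qHTS with 15 min preincubation.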
BAZ2B block – inhibitors of human BAZ2B bromodomain; AlphaScreen BAZ2B-H3K14Ac peptide displacement; Potency, µM (top dose mostly 114 µM), for the others: top-dose activity change, negative = inhibition, actives largely listed as inhibitors; 4.4% of 360,000 active; further: potency means the concentration at half of the fitted maximal effect; on the % scale 0 is the no-effect control and ±100 the full control effect; nearly all actives have a fitted effect of over 60% in size
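Inhibition is scored as reduced AlphaScreen emission. The BAZ2B/b-H3(5-23)K14Ac complex (50 nM each) in PBS pH 7.4, 0.01% Tween-20 meets compound (up to 110 uM) for 30 min at RT before bead addition.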
Pin1 inhibitor – blocks the human prolyl isomerase Pin1; Pin1 FP peptide displacement, HiFluor488, 10 min; 0.009% of 390,000 active; Potency, µM (top dose mostly 115 µM), inactives show at the highest dose activity, negative = inhibition, hits mostly inhibitors; Q13526; active means well fitted inhibition curve with a large enough effect in the polarisation, with a control signal flat, not every such curve was filed as active; inconclusive means small, poorly fitted or top-dose-only effect, or effect the other way, or a change in a side signal; inactive means no such curve, though single readings can be large or run the other way; the % refers to the polarisation; further: potency means the concentration at half of the fitted maximal effect; on the % scale 0 is the no-effect control and ±100 the full control effect
Starred values were filed as active, the others as inactive; i = inactive; ? = inconclusive; . = no result given; & = joins results of further samples; [ ] = remark or other dose. Unless noted, the call rests on the fitted dose curve; in most records, active means well fitted curve in the direction sought with a large enough effect; inconclusive means small, poorly fitted or top-dose-only effect, or another doubt; inactive means no such curve, though single readings can be large; an effect the other way counts as inactive or inconclusive. Rows were taken by chance. About 11% of those tested had a hit in this group.

The first two entries (preview)
SMILES	ERG-DNA inh	JMJD2A Tudor	GLS inhibitor	PI4K2A inh	HP1b binding inh	Tb PGK inh	G9a block	BAZ2B block	Pin1 inhibitor
O=C(COC(=O)c1cc([N+](=O)[O-])ccc1N1CCOCC1)Nc1ccc(Cl)cc1	13.2%	?	1.8%	0.2	-15.7%	-9.8%	?	-37.1%	-0.3%
CCOC(=O)c1c(NC(=O)c2cc3nc(-c4ccc(OC)cc4)cc(C(F)(F)F)n3n2)sc2c1CCC(C)C2 (stereo unspecified)	-1.5%	-14.7%	?	8.4	11.4%	0.7%	3.9%[59 µM]	1.6%	-8.2%

The listing, previewed entries included:
SMILES	ERG-DNA inh	JMJD2A Tudor	GLS inhibitor	PI4K2A inh	HP1b binding inh	Tb PGK inh	G9a block	BAZ2B block	Pin1 inhibitor
O=C(COC(=O)c1cc([N+](=O)[O-])ccc1N1CCOCC1)Nc1ccc(Cl)cc1	13.2%	?	1.8%	0.2	-15.7%	-9.8%	?	-37.1%	-0.3%
CCOC(=O)c1c(NC(=O)c2cc3nc(-c4ccc(OC)cc4)cc(C(F)(F)F)n3n2)sc2c1CCC(C)C2 (stereo unspecified)	-1.5%	-14.7%	?	8.4	11.4%	0.7%	3.9%[59 µM]	1.6%	-8.2%
COc1ccc(-c2nn(-c3ccccc3)cc2C(=O)NC2CCCCC2C)cc1 (stereo unspecified)	-0.8%	-11.8%	-0.7%	0.5	9.5%	-7.3%	-1.5%	9.9%	1.6%
O=C(CCC(=O)N1CC2CCCN2c2ccccc21)NCc1ccccc1Cl (stereo unspecified)	2.0%	?	-3.3%	2.1	?	-2.2%	-28.5%[59 µM]	?	-5.2%
C/C(=N\Nc1ccc(C#N)cc1[N+](=O)[O-])c1ccc(C)o1	?	-31.4%	3.4%	-6.1	-2.4%	-0.9%	-26.3%	-25.4%	-0.7%
C=CCC[C@H](Cc1ccc(F)cc1)C(=O)O[C@H](CNC(=O)[C@@H](CC=C)CC(=O)N(CCO)Cc1ccccc1)c1ccccc1	3.4%	-15.9%	-7.5%	3.8	32.0%	-0.4%	.	.	-1.4%
COc1ccc(NC(=O)c2ccccc2Oc2ccccc2)c(OC)c1	-0.6%	4.3%	5.4%	-0.7	32.7%[activator]	-1.8%	20.3%	8.2%	-10.0%
CC(C)CNC(=O)C1CCCN(C(=O)NCc2ccccc2)C1 (stereo unspecified)	-3.7%	-15.9%	-16.2%	-0.5	35.8%	i	.	-16.3%	2.6%
c1ccc(CC2CCN(c3nc4ccccc4n4cnnc34)CC2)cc1	0.4%	-20.4%	4.2%	1.1	7.0%	-1.2%	26.6%[12.7 µM]	0.5%	-1.7%
COc1ccc(C2=Nn3c(nnc3-c3ccccc3Cl)SC2)cc1OC1CCOC1 (stereo unspecified)	.	-10.8%	-0.6%	1.8	28.0%	-10.8%	.	.	0.4%
COc1ccccc1OCC(=O)NC1CC(=O)N(c2ccc3c(c2)OCCO3)C1 (stereo unspecified)	-9.0%	-12.3%	3.2%	-2.8	-7.7%	-9.9%	-3.2%[59 µM]	-0.1%	-1.7%
O=C(COc1ccc2ccccc2c1Br)Nn1cnnc1	-12.8%	-15.2%	10.9%	-1.4	16.9%	-10.5%	5.0%[12.7 µM]	-4.7%	-2.5%
N#CC1(NC(=O)COC(=O)CN2C(=O)c3ccccc3C2=O)CCCCC1	-4.1%	2.0%	4.1%	-2.0	30.4%	6.1%	-25.7%	8.0%	-10.7%
CCC(=O)N1CCc2cc(S(=O)(=O)NC(Cc3ccccc3)C(=O)NC3CCCCC3C)ccc21 (stereo unspecified)	.	-9.3%	-6.4%	-1.4	13.8%	.	-5.8%[12.7 µM]	3.9%	4.3%
O=C(NCc1ccco1)c1ccc2c(c1)N(Cc1ccccc1F)C(=O)c1ccccc1S2(=O)=O	-3.0%	-16.5%	-3.2%	8.4	6.5%	-2.7%	?	-12.2%	?
COc1ccc(C2c3ccc4ccccc4c3Oc3ncn(CCN4CCOCC4)c(=N)c32)cc1OC (stereo unspecified)	3.3%	?	1.9%	-2.3	14.2%	-0.4%	?	-28.5%	12.4%&4.9%
COc1ccc(OC)c(NC(=O)CN(c2ccc(C)cc2)S(=O)(=O)c2c(C)noc2C)c1	-2.6%	-27.8%	5.1%	-4.0	30.0%	-2.4%	-45.7%	-12.6%	0.0%
CCc1c(C(=O)NCc2ccc3c(c2)OCO3)[nH]c(C)c1C(C)=O	-14.0%	-9.5%	.	-0.6	3.0%	-7.3%	-5.0%[0.501 µM]	?	-1.6%
COCCn1c(SCC(=O)Nc2cccc(NC(C)=O)c2)nc2c([nH]c3ccccc32)c1=O	18.0%	-16.0%	0.0%	2.5	17.1%	i	?	-4.7%	-0.2%
O=C(CCNC(=O)c1ccccc1Cl)NCCCSc1ccccc1	?	5.2%	1.0%	-1.4	33.0%[activator]	0.5%	24.4%[12.7 µM]	5.9%	0.8%
O=S(=O)(Nc1ccccc1N1CCCCC1)c1ccc(Cl)s1	-3.2%	?	?	-8.1	?	-6.3%	-9.9%	-37.4%	2.9%
CCOC(=O)c1c(C)[nH]c(C)c1S(=O)(=O)NCC(=O)Nc1cccc(SC)c1	-2.5%	?	-12.7%	4.6	?	i	?	?	0.5%
COc1ccccc1N1CCN(c2cc(C)nc3nc(-c4ccc(C)cc4)nn23)CC1	3.1%	-29.2%	2.9%	0.6	9.2%	-0.3%	-6.8%[59 µM]	-0.2%	-7.2%
COc1ccc(C(CNC(=O)Cc2ccccc2F)N2CCCCC2)cc1 (stereo unspecified)	0.6%	-2.7%	-1.4%	-7.9	21.8%	5.6%	54.5%	-5.6%	0.4%
O=C(N1CCOCC1)N1CCN(c2ccccc2)CC1	-3.7%	9.0%	17.6%	-3.4	28.3%	-3.5%	.	5.6%	-0.4%
CC(=O)c1cccc(CN2CCC(n3nccc3NC(=O)CCOc3ccccc3)CC2)c1	8.8%	-8.8%	-13.9%	-0.9	18.7%	-1.6%	42.1%	-14.1%	1.1%
Fc1ccc(-c2csc(-c3ccccn3)n2)cc1F	8.7%	-4.1%	-0.2%	-8.4	3.7%	-3.6%	?	53.2%[activator]	2.2%
C#CCN(CC=C)C(=O)c1ccc2nc(C3CCCCC3)oc2c1	-1.5%	-9.6%	0.5%	-2.7	26.4%	-10.0%	3.5%	0.4%	-6.0%
CCCNC(=O)c1ccc(Cn2c(=O)c3cccn3c3cccnc32)cc1	-4.4%	8.4%	2.7%	-3.4	34.2%	-1.8%	5.8%[59 µM]	-5.3%	3.2%
Cc1cc(C)c(C#N)c(SCC(=O)OC2CCCCC2)n1	7.9%	110.5%[activator]	-6.8%	2.5	183.2%[activator]	-3.7%	66.1%[activator][59 µM]	119.0%[activator]	1.5%
O=C(Nc1ccccc1)N(O)c1ccc(Cl)cc1	0.3%	-24.3%	5.3%	-5.7	7.3%	-8.3%	-37.5%[12.7 µM]	-31.2%	-5.5%
COc1ccc(Cc2nnc(NS(C)(=O)=O)s2)cc1	2.5%	-9.7%	-1.6%	4.9	35.6%	i	23.6%[12.7 µM]	4.0%	-7.6%
C/C(=N/OC(=O)c1ccc(Cl)cc1Cl)c1oc(C)nc1C	6.1%	-3.2%	0.0%	-5.4	27.1%	1.1%	-5.1%	-1.2%	-1.9%
Cc1cccc2sc(NC(=O)[C@H](C)N3C(=O)C4CC=CCC4C3=O)nc12 (stereo partly specified)	-2.2%	-27.1%	6.0%	2.2	-22.4%	-8.6%	4.2%	-19.8%	-0.3%
C/C(CC(=O)NC1CCCCC1)=N\NC(=O)COc1ccc(C)cc1Br	9.0%	-15.1%	7.6%	-5.5	21.3%	-8.4%	18.3%[12.7 µM]	-18.2%	7.7%
CN1CCC(N(C)C(=O)CCc2nc3ccccc3n2-c2ccccc2)CC1	-7.9%	-10.7%	-3.1%	-4.6	15.3%	-5.2%	-30.8%	-12.1%	4.1%
CCCN1CCC(NC(=O)Nc2cc(Cl)ccc2OC)CC1	10.8%	-8.9%	1.6%	8.3	7.3%	-10.7%	-31.0%	-4.5%	-6.5%
C=CCn1c(CNC(=O)c2ccco2)nnc1SCC(=O)Nc1cccc(F)c1	3.4%	-14.3%	-10.1%	-1.4	36.1%	-0.7%	-11.5%[59 µM]	?	-6.9%
O=C(COc1ccccc1)Nc1nc2ccccc2[nH]1	3.8%	-11.4%	0.2%	-0.6	35.4%	-7.9%	?	-15.6%	-0.6%

Some values from the list:
O=C(COc1ccccc1)Nc1nc2ccccc2[nH]1 @ HP1b binding inh: 35.4%
Cc1cccc2sc(NC(=O)[C@H](C)N3C(=O)C4CC=CCC4C3=O)nc12 (stereo partly specified) @ G9a block: 4.2%
CCCN1CCC(NC(=O)Nc2cc(Cl)ccc2OC)CC1 @ Pin1 inhibitor: -6.5%
